# Bioassay records from PubChem.
# GPR35 arrestin U2OS = GPR35 antagonists blocking zaprinast-driven arrestin recruitment, primary screen, imaging, U2OS, beta-arrestin-GFP, zaprinast agonist (AID 2058). U2OS GPR35 beta-arrestin-GFP translocation imaging, zaprinast antagonism; higher % means a stronger effect. one-dose inhibition, % at 10 µM; IC50 in µM for titrated hits. actives 0.052% (n = 290,000);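 active means inhibition of at least 50% with at least 30 cells and total cytoplasm GFP at most 10,000,000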
# K1F lysis inhibition = inhibition of K1F phage lysis, E. coli UTI89, bacterial capsule biogenesis inhibitors, alamar blue (AID 488966); E. coli UTI89 K1F phage lysis, alamar blue, 2 h; higher % means a stronger effect; inhibition, % at 100 µM; hits with a dose series show IC50 in µM; actives 0.02% (n = 340,000);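 active means phage lysis inhibition, versus mean bacterial control, above a set limit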;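 further: capsule biogenesis inhibitors block K1F phage lysis so surviving cells raise fluorescence; higher fluorescence means more inhibition of phage lysis; actives were called in the ten point dose series up to 300 µM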
# NS5 inhibitors = Dengue-2 NS5 methyltransferase inhibitors, primary screen, biochemical, confirmation dose response (AID 588689); actives 0.3% (n = 340,000); one-dose inhibition, % at 25 µM; IC50 in µM for titrated hits; Dengue-2 NS5 methyltransferase capping enzyme assay, biochemical; higher % means a stronger effect; in the data active means a potency from the dose series
# GPR55 LPI antagonism = GPR55 antagonists blocking LPI-driven arrestin recruitment, primary screen, imaging, U2OS, beta-arrestin-GFP, LPI agonist (AID 2013). actives 0.13% (n = 290,000). U2OS GPR55 beta-arrestin-GFP translocation imaging, LPI antagonism; higher % means a stronger effect. inhibition, % at 10 µM; hits with a dose series show IC50 in µM;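 active means spots per cell inhibited over 60%, with over 100 cells counted and total cytoplasm intensity under 500,000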;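 further: U2OS cells stably carrying GPR55 and arrestin-GFP stimulated by 5 µM LPI near EC80; imaged beta-arrestin-GFP aggregate spots per cell after agonist stimulation; plate controls were LPI-stimulated DMSO wells for no effect and DMSO wells without LPI for full effect; some results filed as inactive read as strong as hits; confirmed hits need IC50 under 10 µM and bright autofluorescent wells are also inconclusive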
# RSV antiviral HEp-2 = inhibition of RSV-induced cytopathic effect – HEp-2 cells, primary 10 µM value included (AID 2391). HEp-2 cells, RSV-induced CPE inhibition; higher % means a stronger effect. actives 0.13% (n = 310,000). one-dose CPE inhibition, % at 10 µM; IC50 in µM for titrated hits; in the data active means a potency from the dose series; further: strong numbers were not always called active
# MgcRacGAP inhibition = MgcRacGAP GTPase-activating activity inhibitors, confirmation, biochemical, ADP Hunter fluorescence | one-dose inhibition, % at 30 µM; IC50 in µM for titrated hits | AID 624330 | actives 0.6% (n = 340,000) | MgcRacGAP-stimulated Rac1 GTP hydrolysis, ADP Hunter fluorescence; higher % means a stronger effect; GST-tagged Rac1 F28L mutant substrate;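 active means first-screen hits whose inhibition reached a set limit at any dose in the follow-up dose series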;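 further: fluorescence reports GDP produced by GAP-driven GTP hydrolysis; strong numbers were not always called active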
# HIV fusion peptide = inhibitors of HIV fusion peptide binding, primary screen, biochemical, uHTS, fluorescence dequenching (AID 1986); cell-free peptide binding, fluorescence dequenching, 30 min; higher % means a stronger effect; inhibition, % at 20 µM; hits with a dose series show IC50 in µM; actives 0.3% (n = 290,000); in the data active means inhibition mostly above about 52%, no sharp cut-off; inactive means mostly below about 76%; further: some results filed as inactive read as strong as hits
# Large T inhibition = SV40 large T antigen inhibitors, biochemical (AID 1903). one-dose inhibition, % at 20 µM; IC50 in µM for titrated hits. SV40 large T antigen ATPase/helicase inhibition assay; higher % means a stronger effect. actives 0.39% (n = 310,000); in the data active means a potency from the dose series; further: strong numbers were not always called active
# Salmonella PhoP GFP = PhoP-dependent GFP reporter repression – Salmonella Typhimurium, primary screen (AID 1863) | actives 0.16% (n = 300,000) | S. Typhimurium PhoP-regulated promoter GFP reporter, 4 h; higher % means a stronger effect | one-dose inhibition, % at 50 µM; IC50 in µM for titrated hits;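 active means inhibition over 29.93%, a cutoff 3 SD above the screen mean, later confirmed by dose response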;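 further: 0% = low Mg2+ inducing control and 100% = high Mg2+ repressing control; strong numbers were not always called active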
# * marks the source's active call; other numbers are inactive results; x = no result given; [ ] = remark or other dose. The order is random, and some 1.5% of all compounds hit somewhere here.
cpd	Compound	GPR35 arrestin U2OS	K1F lysis inhibition	NS5 inhibitors	GPR55 LPI antagonism	RSV antiviral HEp-2	MgcRacGAP inhibition	HIV fusion peptide	Large T inhibition	Salmonella PhoP GFP
1	O=C(NCc1nnnn1-c1ccc(F)c(F)c1)c1ccc(S(=O)(=O)N2CCOCC2)cc1	x	0.5%[50 µM]	-3.6%	x	0.0%	2.8%	x	4.3%	-6.1%
2	Cc1ccc(S(=O)(=O)N(C)CCCC(=O)Nc2ccc(C)cc2C)cc1	-1.2%	5.0%	-5.8%	10.4%	5.5%	6.9%	1.5%	11.4%	2.0%
3	COCCCn1c(=O)/c(=C\c2ccccc2OC(F)F)s/c1=C(/C#N)C(N)=O	7.5%	-1.7%	0.0%	6.5%	-0.6%	-4.3%	25.7%	1.8%	-2.8%
4	O=C(Nc1ccc(O)cc1C(=O)O)c1ccc(NC(=O)c2ccco2)cc1	x	0.1%[50 µM]	-5.9%	x	0.4%	6.5%	x	x	x
5	Cc1cc(C(=O)COC(=O)c2ccccc2Br)c(C)n1CC1CCCO1 (centres undefined)	-3.3%	-0.3%	2.3%	-4.7%	1.7%	3.8%	-1.0%	0.9%	-2.3%
6	CC1(C)Cc2c(c(N3CCOCC3)nc3sc(C#N)c(N)c23)CS1	-2.6%	-1.1%	-2.4%	13.2%	2.5%	5.0%	-2.7%	10.6%	-0.7%
7	Cc1ccnc(SCCn2c(N(C)Cc3ccccc3)nc3c2c(=O)n(C)c(=O)n3C)n1	x	0.1%	0.7%	x	0.8%	-7.0%	x	5.7%	x
8	CCOc1ccc(NC(=S)NCc2ccco2)cc1	-9.2%	0.7%	3.7%	10.6%	-1.1%	5.8%	2.6%	3.9%	-0.7%
9	COc1ccc(C[C@H]2CN3C(=NC[C@@H]3Cc3ccccc3)N2C[C@H](C)NC(=O)CCC2CCCCC2)cc1	-10.4%	x	x	12.1%	x	x	-0.8%	x	-6.3%
10	CC(C)CNC(=O)C(=O)Nc1cc2c3c(c1)C(C)C(=O)N3CCC2 (centres undefined)	11.4%	0.6%	-4.4%	-9.6%	0.4%	3.7%	0.5%	-8.8%	1.6%
11	O=[N+]([O-])c1ccc(Cl)cc1N1CCCC1	-1.5%	-1.3%	-8.5%	-0.5%	1.4%	6.4%	-0.1%	6.6%	-2.3%
12	CC1(C)Cc2nc(N3CCCC3)c(C#N)cc2CO1	-4.0%	-0.1%	-4.8%	12.8%	-0.5%	5.0%	0.4%	-0.7%	0.1%
13	CCCCN(CC)C(=O)Cc1c(C(=O)O)[nH]c2ccc(Cl)cc12	7.0%	0.7%	-6.9%	-3.6%	0.9%	16.4%	2.6%	17.0%	-7.5%
14	CC(=O)CCCC(NS(=O)(=O)CCC(Cl)(Cl)Cl)c1ccccc1 (centres undefined)	7.0%	-0.1%	-2.4%	-12.0%	-0.6%	6.1%	0.1%	5.7%	1.6%
15	C=CCn1c(-c2cccc(OCC)c2)n[nH]c1=S	-2.4%	0.4%	-6.3%	22.3%	6.8%	9.3%	1.2%	26.2%	1.3%
16	O=[N+]([O-])c1cccc(C2=NCCC(c3ccccc3)O2)c1 (centres undefined)	10.9%	0.9%	2.0%	12.9%	-1.6%	2.7%	0.0%	3.7%	6.9%
17	O=C(NCc1cccnc1)c1ccc(-c2cc3ccccc3oc2=O)cc1	-10.2%	-0.3%	0.9%	5.2%	-3.2%	8.0%	-1.6%	-1.5%	4.8%
18	O=S(=O)(Nc1ccc2cn[nH]c2c1)c1ccccc1	-3.6%	-0.1%	-0.8%	-2.9%	2.5%	-8.2%	-1.2%	6.5%	1.2%
19	O=C1c2cccnc2C(O)N1Cc1ccco1 (centres undefined)	-13.3%	-0.5%	0.8%	7.9%	0.2%	-2.4%	0.8%	-1.3%	-3.8%
20	Cn1c(SCC(=O)NCc2ccc(F)cc2)nc2ccccc21	-11.9%	-0.1%	-3.6%	14.8%	2.6%	4.2%	-0.4%	4.8%	-9.4%
21	COC(C(=O)Nc1cc([N+](=O)[O-])ccc1C)c1ccccc1 (centres undefined)	-0.6%	-0.2%	-3.8%	-5.4%	4.3%	8.2%	-0.1%	-2.6%	-3.1%
22	COC(=O)C(Cc1ccccc1)NC(=O)CCNC(=O)c1ccco1 (centres undefined)	-11.5%	0.6%	-6.2%	9.7%	-0.8%	6.8%	-1.6%	-5.7%	3.9%
23	COc1ccc(C(=O)NC(=O)COC(=O)c2ccc(C)o2)cc1	x	0.0%[50 µM]	3.0%	x	0.6%	-3.7%	x	x	x
24	COc1ccccc1N(C)S(=O)(=O)c1ccc(C(=O)OCC(=O)NCC(F)(F)F)cc1	-4.8%	1.1%	-5.1%	-1.6%	0.4%	-1.1%	0.4%	21.8%	0.5%
25	O=C(Nc1ccc2c(c1)OCO2)Nc1ccccn1	3.0%	0.2%	-0.9%	2.8%	0.0%	1.0%	0.1%	21.6%	1.7%
26	Cc1c(C(=O)Nc2c(C)n(C)n(-c3ccccc3)c2=O)oc2ccc(Cl)cc12	1.5%	0.0%	-7.5%	-12.0%	1.5%	5.3%	1.3%	2.5%	-1.6%
27	Cc1c(CC(C)C)nc(N)c(C#N)c1-c1ccccc1	0.9%	2.1%	-0.5%	1.0%	3.5%	12.1%	0.2%	4.2%	-12.0%
28	CCCn1c(=O)c2sccc2n2c(CCCC(=O)NC3CCN(Cc4ccccc4)CC3)nnc12	5.0%	0.1%	4.4%	-1.8%	0.0%	6.0%	-0.9%	2.8%	-1.9%
29	COc1cc(OC)cc(-c2oc3cccnc3c2C#CCCO)c1	5.9%	1.4%	3.2%	-11.3%	4.5%	-1.0%	1.8%	17.4%	-1.8%
30	CCOC(=O)c1c(NC(=O)Cn2c(=O)oc3ccccc32)oc(C)c1C(C)=O	-12.7%	0.5%	-6.1%	0.6%	0.4%	2.3%	1.0%	6.1%	-11.2%

# Record cards (already shown). Values in the order: GPR35 arrestin U2OS | K1F lysis inhibition | NS5 inhibitors | GPR55 LPI antagonism | RSV antiviral HEp-2 | MgcRacGAP inhibition | HIV fusion peptide | Large T inhibition | Salmonella PhoP GFP
# Results for `COc1cc(OC)cc(-c2oc3cccnc3c2C#CCCO)c1` : 5.9% | 1.4% | 3.2% | -11.3% | 4.5% | -1.0% | 1.8% | 17.4% | -1.8%
# Results for `COCCCn1c(=O)/c(=C\c2ccccc2OC(F)F)s/c1=C(/C#N)C(N)=O` : 7.5% | -1.7% | 0.0% | 6.5% | -0.6% | -4.3% | 25.7% | 1.8% | -2.8%
# Results for `COC(C(=O)Nc1cc([N+](=O)[O-])ccc1C)c1ccccc1` (centres undefined) : -0.6% | -0.2% | -3.8% | -5.4% | 4.3% | 8.2% | -0.1% | -2.6% | -3.1%
# Results for `O=C(Nc1ccc2c(c1)OCO2)Nc1ccccn1` : 3.0% | 0.2% | -0.9% | 2.8% | 0.0% | 1.0% | 0.1% | 21.6% | 1.7%

# Two compounds from above with just Salmonella PhoP GFP:
entry	Compound	Salmonella PhoP GFP
8	CCOc1ccc(NC(=S)NCc2ccco2)cc1	-0.7%
9	COc1ccc(C[C@H]2CN3C(=NC[C@@H]3Cc3ccccc3)N2C[C@H](C)NC(=O)CCC2CCCCC2)cc1	-6.3%

# Additional entries follow.
cpd	Compound	GPR35 arrestin U2OS	K1F lysis inhibition	NS5 inhibitors	GPR55 LPI antagonism	RSV antiviral HEp-2	MgcRacGAP inhibition	HIV fusion peptide	Large T inhibition	Salmonella PhoP GFP
31	Cc1ccc(C(=O)NCCCn2ccnc2)cn1	14.6%	0.8%	-0.7%	16.6%	2.3%	7.7%	0.0%	-13.5%	6.0%
32	NC(=O)Nc1ccc(C(=O)OCC(=O)NCc2ccc3c(c2)OCO3)cc1	x	0.8%[50 µM]	-2.2%	x	1.5%	3.8%	x	x	x
33	CCOc1ccc2oc(C(=O)NCc3ccccc3CN3CCCC3)c(C)c2c1	x	3.3%	-2.9%	x	8.3%	11.8%	x	x	x
34	CP(=O)(COC(=O)c1ccccc1)COC(=O)c1ccccc1	-16.5%	0.1%	2.0%	-3.0%	0.8%	9.6%	-1.5%	12.6%	-5.5%
35	CC(=O)c1ccc(Nc2cnn(C34CC5CC(CC(CC(=O)O)(C5)C3)C4)c(=O)c2Cl)cc1	-23.8%	0.9%	6.2%	10.6%	0.2%	3.5%	-1.1%	3.1%	1.6%
36	COc1ccccc1-c1ccc(=O)n(CC(=O)NC2CCc3ccccc32)n1 (centres undefined)	7.3%	0.1%	-3.8%	10.9%	-0.3%	-2.6%	-0.3%	25.9%	-7.1%
37	NC(=O)NOCc1ccc(Cl)cc1Cl	-0.8%	-1.7%	4.3%	-6.5%	13.7%	4.2%	-1.2%	6.0%	4.2%
38	COc1ccc(C(=O)O)cc1S(=O)(=O)Nc1ccccc1-c1ccccc1	-14.3%	0.0%	4.8%	2.4%	2.3%	8.0%	-0.3%	8.5%	-1.4%
39	COc1ccc(-n2nc(C(=O)NCC(=O)N3CCC(C)CC3)c3ccccc3c2=O)c(OC)c1	1.6%	0.7%	2.4%	7.0%	1.4%	6.0%	-0.9%	4.9%	8.7%
40	O=[N+]([O-])c1ccc(Sc2n[nH]c(-c3ccccc3)n2)nc1	6.4%	0.0%	-8.1%	7.1%	0.0%	8.3%	-0.6%	4.1%	15.3%
41	COc1ccc(CC(=O)Nc2ccc(-c3cn4ccc(C)cc4n3)cc2)cc1	11.4%	0.2%	-4.5%	-5.5%	2.1%	14.9%	-2.2%	2.4%	6.8%
42	Cc1cc(C(F)(F)F)n2nc(-c3sccc3-n3cccc3)cc2n1	-1.6%	0.2%	-2.3%	8.9%	1.1%	3.5%	1.9%	-0.7%	-5.4%
43	CCN1CCN(C(=O)c2oc(=O)c3ccccc3c2-c2ccc(C)cc2)CC1	-7.9%	-2.0%	7.2%	14.8%	0.0%	3.8%	2.4%	1.9%	13.9%
44	CCOc1ccc(C(C)NC(=O)c2cccnc2OCC)cc1OCC (centres undefined)	3.2%	-0.4%	-3.6%	6.5%	-0.9%	5.9%	-0.2%	4.0%	-2.6%
45	Clc1ccccc1-c1nnc2sc(CCc3ccccc3)nn12	-4.0%	1.1%	-12.1%	-1.0%	2.6%	6.4%	-0.6%	5.6%	1.9%
46	COc1cc(NC(=O)COC(=O)CNC(=O)c2ccc(C)cc2)c(C)cc1[N+](=O)[O-]	7.6%	0.5%	-6.3%	-8.2%	1.9%	13.3%	-0.4%	-0.8%	-6.5%
47	CCN1CCN(S(=O)(=O)c2ccc(Cl)c(C(=O)N(C)Cc3cccs3)c2)CC1	x	0.8%[50 µM]	-3.6%	x	0.4%	10.4%	x	x	x
48	CCn1c(SCC(=O)N/N=C/c2ccccc2OCC(=O)O)nnc1-c1ccc(OC)cc1	12.8%	-0.1%	x	2.5%	2.0%	6.1%	-0.6%	-4.8%	4.4%
